Assay outcomes deposited in PubChem BioAssay by several laboratories.
CRFR2-BP antag: antagonists of CRF-binding protein/CRF-R2 receptor complex. HEK293 CRF-R2/CRF-BP, CRF-induced calcium fluorescence. inhibition, % at 11.8 µM. actives 0.59% (n = 350,000). AID 588475;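 active = inhibition of the ligand-induced calcium signal above about 50% at the single tested concentration, limit read from the data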
CHRM5 agonist: agonists of human muscarinic M5 receptor (CHRM5); P08912; CHO-K1 hM5 cells, Fluo-8 calcium fluorescence; 0% DMSO wells, 100% maximal acetylcholine response; activation, % at 3 µM; actives 0.19% (n = 360,000); AID 624037;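 active = activation above the run's mean over test compounds plus 3 SD, cut at about 23% in these data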;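 also: signal is peak over basal fluorescence ratio across the kinetic read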
TAAR1 agonist: agonists of human TAAR1; Q96RJ0; CHO RD-HGA16 TAAR1, Fluo-8 calcium fluorescence; vehicle wells 0%, saturating PEA agonist 100%; activation, % at 3 µM; actives 0.99% (n = 360,000);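 active = activation above the mean activation of all test compounds in the run plus 3 SD, cut at about 38% in these data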
Target sequence (Q96RJ0 whole entry, looked up): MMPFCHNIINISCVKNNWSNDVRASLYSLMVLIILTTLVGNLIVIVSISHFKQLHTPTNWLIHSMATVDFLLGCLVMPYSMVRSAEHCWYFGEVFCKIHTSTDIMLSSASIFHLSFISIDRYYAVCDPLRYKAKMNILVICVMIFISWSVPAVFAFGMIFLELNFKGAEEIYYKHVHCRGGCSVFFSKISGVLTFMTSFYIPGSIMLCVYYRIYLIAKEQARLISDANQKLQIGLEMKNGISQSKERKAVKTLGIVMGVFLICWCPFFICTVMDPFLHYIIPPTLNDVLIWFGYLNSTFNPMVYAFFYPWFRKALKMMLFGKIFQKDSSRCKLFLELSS
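Test system: RD-HGA16 (CHO) cells co-expressing Gα16 and hTAAR1; dosing: one-point dosing at 3 µM (nominal); timing: 17-24 h seeding, 75 min 37 °C dye, 30 min RT; signal: kinetic Fluo-8 calcium fluorescence; read-out basis: % activation relative to PEA EC100 response; controls: DMSO and PEA EC100; replicates: n 1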
M5 antag: antagonists of human muscarinic M5 receptor (CHRM5); actives 0.59% (n = 360,000); P08912; inhibition, % at 3 µM; CHO-hM5 cells, Fluo-8 calcium fluorescence, ACh EC80; AID 624040;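 active = inhibition above a per-plate cutoff, the mean of that plate's test compounds plus 3 SD, cut at about 27% in these data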;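 also: 0% = acetylcholine EC80 with DMSO and 100% = DMSO without agonist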
CRFBP-R2 agonist: agonists of human CRF-binding protein/CRF-R2 receptor complex; AID 588473; activation, % at 13.2 µM; actives 0.46% (n = 350,000); HEK293 CRF-R2/CRF-BP, calcium dye fluorescence (FLIPR); percent of saturating CRF peptide response;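 active = activation of at least 50%, plus an integration ratio under a set limit after plate pattern correction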;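 also: plate controls were neutral control wells without compound for no effect and CRF at EC100 for full effect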
TAAR1 antagonist: human TAAR1 antagonism; actives 1.5% (n = 360,000); CHO RD-HGA16 TAAR1, Fluo-8 calcium fluorescence, antagonist; inhibition, % at 3 µM; Q96RJ0; AID 624466;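 active = inhibition above a per-plate cutoff, the mean inhibition of test compounds on that plate plus 3 SD, cut at about 49% in these data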;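 also: 0% = DMSO plus EC80 beta-PEA response and 100% = DMSO alone without agonist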
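test system = CHO RD-HGA16 cells bearing hTAAR1 | replication = singlicate | controls = DMSO-only wells and EC80 β-PEA-stimulated wells | reagent = EC80 β-phenethylamine stimulus | read-out basis = percent inhibition of PEA-evoked calcium signal, max/basal emission ratio | schedule = seeding 17-24 h prior, 75-min 37 °C, 30-min RT dye loading | signal = kinetic Fluo-8 calcium fluorescence measurement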
M1 PAM parental: M1 PAM counterscreen hit in parental CHO-K1 cells; ATP EC20, Fluo-8 calcium fluorescence; 0% at ATP EC20, 100% at ATP max; AID 602247; activation, % at 3 µM; actives 0.02% (n = 360,000);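 active = activation above the run cutoff, the mean activation of all test compounds plus 3 SD, cut at about 40% in these data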;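 also: peak over basal fluorescence ratio in a 140 s read after ATP addition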
M5 PAM: CHRM5 positive allosteric modulation. AID 624038. CHO-K1 hM5, Fluo-8 calcium, ACh EC20 PAM; 0% = ACh EC20, 100% = ACh EC100. P08912. activation, % at 3 µM. actives 0.3% (n = 360,000);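 active = activation above the run cutoff, the mean activation of all test compounds plus 3 SD, cut at about 18% in these data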
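system = human M5 receptor in CHO-K1 cells | reagent = EC20 acetylcholine as agonist stimulus | compound dosing = single-point, 3 µM nominal | incubation = Fluo-8 loading 80 min at 37 °C plus 30 min room temperature | detection = Fluo-8 calcium dye fluorescence, kinetic read | benchmarks = low control EC20 acetylcholine (0%), high control EC100 acetylcholine (100%)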
M4 PAM: potentiates acetylcholine response at human M4 receptor; P08173; CHO-K1 hM4/Gqi5, Fluo-8 calcium fluorescence, ACh EC20; 0% = ACh EC20, 100% = maximal ACh; activation, % at 3 µM; actives 0.4% (n = 360,000); AID 624126;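 active = activation above its plate's cutoff, the mean activation of sample wells plus 3 SD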; also: some results filed as inactive read as strong as hits
Target sequence (P08173 whole entry, looked up): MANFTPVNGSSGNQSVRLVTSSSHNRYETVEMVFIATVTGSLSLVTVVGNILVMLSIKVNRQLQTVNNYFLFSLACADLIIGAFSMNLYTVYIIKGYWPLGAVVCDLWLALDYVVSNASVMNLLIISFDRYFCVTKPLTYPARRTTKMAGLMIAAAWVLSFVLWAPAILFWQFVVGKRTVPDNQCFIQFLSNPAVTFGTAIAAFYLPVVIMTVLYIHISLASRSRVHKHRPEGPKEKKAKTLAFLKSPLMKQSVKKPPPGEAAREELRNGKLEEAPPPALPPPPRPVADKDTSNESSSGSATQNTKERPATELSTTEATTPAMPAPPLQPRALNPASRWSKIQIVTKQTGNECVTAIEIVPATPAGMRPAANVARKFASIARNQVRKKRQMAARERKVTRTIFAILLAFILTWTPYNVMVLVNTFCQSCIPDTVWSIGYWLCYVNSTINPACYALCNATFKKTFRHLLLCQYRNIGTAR
Starred values were filed as active, the others as inactive; . = no result given.

SMILES	CRFR2-BP antag	CHRM5 agonist	TAAR1 agonist	M5 antag	CRFBP-R2 agonist	TAAR1 antagonist	M1 PAM parental	M5 PAM	M4 PAM
O=C(Cc1cccs1)N(CC1CCCO1)C1(C(=O)NC2CCCC2)CCCCC1 (stereo not drawn)	13	2	0	14	-4.0	-21	14	-5	6
CC(NC(=S)Nc1ccc(S(N)(=O)=O)cc1)c1ccc2c(c1)OCO2 (stereo not drawn)	-20	-2	2	5	-1.1	12	1	0	-1
CCCn1c(=O)[nH]c(=O)c2c(C(=O)OCC)cc(-c3cccs3)nc21	-2	-2	4	10	1.7	20	0	-10	-2
COc1cc(C(=O)OC(C)C(=O)Nc2ccc3c(c2)OCO3)ccc1OCc1c(C)noc1C (stereo not drawn)	1	-5	7	3	-3.6	-2	10	-4	-1
COc1cc(N)n(S(=O)(=O)c2ccc(C)cc2)n1	-5	5	1	3	-0.3	-10	-4	3	10
Cc1cc(C)c(NC(=O)CSc2cccc[n+]2[O-])c(C)c1	-2	-1	1	7	-0.4	-1	-10	-1	7
Cc1c(NC(=O)COC(=O)C2(c3ccccc3F)CCCC2)c(=O)n(-c2ccccc2)n1C	-1	-3	5	-17	-0.5	8	-7	1	10
CCOCCCn1c(=S)[nH]c2cc(C(=O)NC3CCCC(C)C3C)ccc2c1=O (stereo not drawn)	-6	-3	1	10	0.0	-21	8	-2	2
O=C(c1ccoc1)N1CCC(CO)(CCc2ccccc2)CC1	26	2	3	13	-1.1	-19	19	3	0
N#Cc1cccc(S(=O)(=O)NCC(=O)NCCCc2ccccc2)c1	-2	0	-5	15	0.3	3	-2	-3	-1
Cc1ccc(S(=O)(=O)N2CCCN(S(=O)(=O)c3ccc(C)cc3)CC2)cc1	-18	1	11	11	4.3	13	10	-11	-12
CCOC(=O)CSc1nnc(CNC(=O)c2ccc(OC)cc2OC)n1-c1ccc(OC)cc1	-2	-4	-1	-7	1.2	-8	19	7	10
N#CC(c1ccc([N+](=O)[O-])cc1)C(CC(=O)c1ccccc1)c1ccccc1 (stereo not drawn)	11	-7	4	11	-0.3	31	-2	-24	-10
CNc1ccc(C2(O)C(=O)c3ccccc3C2=O)cc1	9	0	13	6	-0.6	4	10	-2	-2
CCOC(=O)C1CCN(C(=S)Nc2cccc(C)c2)CC1	-17	6	11	5	-0.7	-6	5	2	2
O=C(NC(C(=O)NCCN1CCOCC1)C12CC3CC(CC(C3)C1)C2)C1CCCCC1 (stereo not drawn)	-38	-1	-1	5	-0.6	4	-1	-5	-3
O=C(C[C@@H]1C/C=C\C[C@@H](Cc2ccc(F)cc2)C(=O)OCCNC1=O)NCCO	-3	4	7	8	-3.4	8	4	-1	19
COc1cccc(CNCCO)c1OCc1ccc(Cl)cc1	-34	2	7	3	25	-11	18	9	-1
Cc1ccc(-c2nc3ccc(C)cn3c2Cc2cccc(F)c2)cc1	.	-2	2	2	.	16	2	-10	1
CN(C)CCCSc1nc(-c2ccccc2)nc2c1CCC2	-37	-7	10	-3	3.4	-15	11	1	1
CCCc1cc2c(cc1NC(=O)c1ccccc1Cl)OCO2	7	-4	19	2	17	14	-6	-6	10
CCOC(=O)c1ccc(S(=O)(=O)N2CCN(CC(=O)NC(=O)NC3CCCCC3)CC2)cc1	-5	-7	3	-10	-0.4	3	10	2	-1
Fc1ccccc1CNc1nc(NCC2CC2)nc2ccsc12	.	3	38*	16	.	44	6	-14	-10
O=C(CSc1ccccn1)N1CCNC1=O	2	5	1	5	-0.1	-13	14	-2	7
O=C(COC(=O)c1ccc(O)cc1O)NC12CC3CC(CC(C3)C1)C2	5	7	6	-2	-1.3	-20	2	-4	0
Cc1ccc(-n2c(SCC(N)=O)nnc2-c2ccc(S(=O)(=O)N3CCCCC3)cc2)c(C)c1	-20	-4	38*	19	35	13	0	-17	-36
CCSc1nc(C)cc(C)c1S(=O)(=O)c1ccccc1C	12	-8	7	5	-0.5	-4	16	-3	-2
O=C(CNc1cccc(S(=O)(=O)N2CCCC2)c1)Nc1ccc(C(F)(F)F)cc1	-20	5	19	15	1.0	18	-6	-16	-8
Fc1ccc(Nc2nc(-c3ccncc3)nc3ccccc23)cc1	-22	2	0	4	-0.6	-5	-6	3	24*
Cn1nc(C(=O)NCc2cccnc2)c2ccccc2c1=O	-5	0	14	12	0.4	-15	-6	20*	7
Nc1cc(N)nc(SCC(=O)Nc2ccccc2)n1	10	-3	5	3	-3.0	6	9	7	5
COc1ccc(NC(=O)CSc2nnc(CNC(=O)COc3ccc(Cl)cc3)o2)cc1	0	2	0	-1	1.1	14	20	-2	0
CC1(C)c2ccccc2N2CC(=O)N(CC(N)=O)C21C (stereo not drawn)	-29	4	17	6	23	14	-14	-9	-6
Cc1cc(C)c(NC(=O)COc2nncc3ccccc23)c(C)c1	5	2	8	-2	-1.5	-12	15	3	-2
CCCP(=O)(CC(=O)N(CC)CC)c1ccccc1 (stereo not drawn)	58*	-2	6	2	2.9	-7	21	0	3
CC1CCCCN1C(=O)CCc1nnc(Cc2c[nH]c3ccccc23)o1 (stereo not drawn)	18	-1	4	-7	-1.7	9	9	1	-3
O=C(COC(=O)c1cccnc1Cl)Nc1ccc2c(c1)OCCO2	7	-2	1	5	3.3	4	-10	-4	-2
CCCCn1c(N)c(N(CC(C)C)C(=O)c2ccc(OC)c(S(=O)(=O)N3CCOCC3)c2)c(=O)[nH]c1=O	-10	6	16	-8	0.0	6	7	8	8
Cc1cc(C)nc(N2CCCC(C(=O)NCCc3ccc(F)cc3)C2)n1 (stereo not drawn)	5	5	4	-1	-0.9	1	6	6	8
Cn1c(=O)c(/C=C/c2ccccc2)nc2ccccc21	30	0	0	3	14	-23	17	-2	5

Reprinted from the part before: 7 compounds, then new ones.
SMILES	CRFR2-BP antag	CHRM5 agonist	TAAR1 agonist	M5 antag	CRFBP-R2 agonist	TAAR1 antagonist	M1 PAM parental	M5 PAM	M4 PAM
Cc1cc(C)c(NC(=O)COc2nncc3ccccc23)c(C)c1	5	2	8	-2	-1.5	-12	15	3	-2
CCCP(=O)(CC(=O)N(CC)CC)c1ccccc1 (stereo not drawn)	58*	-2	6	2	2.9	-7	21	0	3
CC1CCCCN1C(=O)CCc1nnc(Cc2c[nH]c3ccccc23)o1 (stereo not drawn)	18	-1	4	-7	-1.7	9	9	1	-3
O=C(COC(=O)c1cccnc1Cl)Nc1ccc2c(c1)OCCO2	7	-2	1	5	3.3	4	-10	-4	-2
CCCCn1c(N)c(N(CC(C)C)C(=O)c2ccc(OC)c(S(=O)(=O)N3CCOCC3)c2)c(=O)[nH]c1=O	-10	6	16	-8	0.0	6	7	8	8
Cc1cc(C)nc(N2CCCC(C(=O)NCCc3ccc(F)cc3)C2)n1 (stereo not drawn)	5	5	4	-1	-0.9	1	6	6	8
Cn1c(=O)c(/C=C/c2ccccc2)nc2ccccc21	30	0	0	3	14	-23	17	-2	5
COc1ccc(CCNC(=O)C2CCN(S(C)(=O)=O)CC2)cc1	19	2	-2	-2	-1.5	-20	-4	-12	-5
Cc1cc(Br)ccc1SCC(=O)OCC(=O)NC1CCCC1	1	-4	12	5	0.3	-3	18	2	13
c1ccc(-c2nc(NCc3ccco3)c3oc4ccccc4c3n2)cc1	-22	-2	8	0	-0.3	-3	16	-4	3
C=C1CCC2C(C)(C)[C@H](O)CC[C@@]2(C)[C@@H]1COc1cc(=O)oc2ccccc12 (stereo partly drawn)	-8	1	.	10	0.9	.	5	-13	8
O=C(c1ccco1)N1CCn2c1nc1ccccc12	6	-2	2	1	2.0	8	22	-1	0
O=[N+]([O-])c1ccc(-c2ccc(C=Nc3cccc4ccccc34)o2)cc1	10	3	-4	-3	-1.2	-4	16	4	5
O=C(NCC(c1cccnc1)N1CCN(c2ccc(F)cc2)CC1)c1ccc2c(c1)OCO2 (stereo not drawn)	27	1	-3	3	-2.4	-27	4	-6	-3
Cc1ccc(S(=O)(=O)N2CCN(CC(O)c3ccccc3)CC2)cc1C (stereo not drawn)	9	-5	0	11	0.9	3	19	-1	-5
CCS(=O)(=O)N1CCCC(C(=O)NCCN(C)Cc2ccccc2)C1 (stereo not drawn)	29	0	-2	-5	-1.4	-19	13	10	4
CCCCC(=O)NC(=S)NNC(=O)c1ccc(OC)cc1	31	13	85*	2	85*	38	-2	-5	0
CCn1c(SCC(=O)OC)nc2sc3c(c2c1=O)CC(C)(C)OC3	17	0	7	3	-3.4	-9	2	12	3
COCCCNc1nc2cc(OC)c(OC)cc2c2nc(-c3ccccc3)nn12	-5	-1	3	6	-3.6	18	7	-2	0
COc1ccc(C(CNC(=O)c2cccc(S(=O)(=O)NCc3ccccc3)c2)N(C)C)cc1 (stereo not drawn)	-13	-5	4	3	-0.1	-8	14	-6	3
COc1ccc(S(=O)(=O)N2CCC(C(=O)N[C@H](C(=O)N3CCCCCC3)C(C)C)CC2)cc1	11	-5	8	-3	-0.8	-44	-4	4	-6
